# Shiga inhibitor: inhibitors of Shiga toxin in Vero cells. Vero cells, Shiga toxin protein synthesis inhibition reporter. inhibition, % at 38.7 µM. 9.2% of 290,000 active. AID 2315; in the data active = inhibition mostly above about 28%, no sharp cut-off; inactive = mostly below about 43%; note: 0% is about no effect
# HCV inhibitor: HCV inhibition | Huh7.5.1 HCVcc-Cre infection, luciferase reporter, 44 h | Potency, µM (highest dose often 41.8 µM), for inactives: at the top dose activity change, negative = inhibition, most hits filed as inhibitors | 3.4% of 340,000 active | AID 651820; note: potency is the fitted concentration of half-maximal effect; % is set by controls: 0 for no effect and ±100 for the full control effect
#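 Cells seeded at 1,000/well and cultured 4 h, then compounds added followed by HCVcc-Cre virus (~0.5 moi). After 44 h further culture, luciferase substrate was added, plates held 15 min at room temperature, and luminescence read for 15 sec.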
# Pf growth 48h: P. falciparum growth inhibition at 48 hours (one generation) | P. falciparum luciferase growth in erythrocytes, 48 h | 5.9% of 310,000 active | Potency, µM (top dose mostly 28.7 µM), for inactives: at the highest dose activity change, negative = inhibition, most hits filed as inhibitors; note: potency is the fitted concentration of half-maximal effect; % is set by controls: 0 for no effect and ±100 for the full control effect
#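 In quantitative HTS format, infected erythrocytes bearing luciferase-reporter parasites were treated for a single generation at 37 C. Luminescence after adding detection reagent served as the growth measure.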
# Giardia FBPA inh: inhibitors of Giardia lamblia fructose-1,6-bisphosphate aldolase. purified Giardia FBPA. 0.71% of 290,000 active. A8B2U2. Potency, µM (titrated, usually from 59.6 µM), for inactives: at the top dose activity, negative = inhibition, most hits filed as inhibitors; note: potency is the fitted concentration of half-maximal effect; % is set by controls: 0 for no effect and ±100 for the full control effect; nearly all actives have a fitted effect of over 55% in size
# Target sequence (A8B2U2 whole entry, looked up): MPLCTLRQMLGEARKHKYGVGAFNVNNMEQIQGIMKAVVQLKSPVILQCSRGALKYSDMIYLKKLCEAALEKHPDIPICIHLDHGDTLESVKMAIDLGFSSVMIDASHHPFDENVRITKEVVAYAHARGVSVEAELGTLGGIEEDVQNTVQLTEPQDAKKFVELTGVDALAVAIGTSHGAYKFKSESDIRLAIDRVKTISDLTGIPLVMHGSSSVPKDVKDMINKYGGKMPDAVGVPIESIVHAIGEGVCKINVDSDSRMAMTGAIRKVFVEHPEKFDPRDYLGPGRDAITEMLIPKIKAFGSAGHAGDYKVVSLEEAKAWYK
#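 Giardia FBPA (40 nM reagent) was preincubated 10 min at RT with compound (up to 57.5 uM final), then substrate plus GAPDH/TPI/NAD/arsenate coupling system with diaphorase/resazurin was added; resorufin fluorescence (525/598 nm) was read after 20 min.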
# CHX counter: counter-screen hit for Shiga toxin inhibitors, cycloheximide | max response, % | 12% of 300,000 active | cell reporter, cycloheximide protein synthesis inhibition counterscreen | AID 2314; in the data active = max response mostly above about 13%, no sharp cut-off; inactive = mostly below about 14%; note: read at 38.3 µM for the half of the compounds with a filed dose; 0% is about no effect
# Pf growth 96h: P. falciparum growth inhibition at 96 hour, primary screen for plastid delayed-death inhibitors; P. falciparum luciferase reporter growth, 96 h; Potency, µM (titrated, usually from 28.7 µM), inactives show at the top dose activity change, negative = inhibition, most hits filed as inhibitors; 6.9% of 320,000 active; AID 504834; note: potency is the fitted concentration of half-maximal effect; % is set by controls: 0 for no effect and ±100 for the full control effect
#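 Readout is luminescence from an integrated firefly luciferase in P. falciparum. Red cells, 2% hematocrit and 0.05% parasitemia final, were cultured with compound through two parasite generations (96 hours) at 37 C, 5% CO2.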
# The depositor's hits bear a star; ? = inconclusive; / = no result given; [ ] = remark or other dose. Unless noted, calls come from the whole dose curve; as a rule, active = well fitted curve in the direction sought with a large enough effect; inconclusive = small, poorly fitted or top-dose-only effect, or another doubt; inactive = no such curve, though single readings can be large; an effect the other way counts as inactive or inconclusive. The order is random, and some 24% of all compounds hit somewhere here.
SMILES,Shiga inhibitor,HCV inhibitor,Pf growth 48h,Giardia FBPA inh,CHX counter,Pf growth 96h
O=c1cc(C(F)(F)F)[nH]c2ccc(C(F)(F)F)cc12,4,?,?,-26%,2,?
COCCCN(C(=O)c1cc2c(s1)CCC2)c1c(N)n(Cc2ccccc2)c(=O)[nH]c1=O,-4,0%,29%,0%,5,-13%
O=C(N/N=C/c1ccccn1)c1cccc([N+](=O)[O-])c1,55*,-9%,?,16µM*,8.8*,-2%
CC(C)(C)OC(=O)CNC(=O)c1nc[nH]c1C(=O)NCC(=O)OC(C)(C)C,-6,27%[8.37 µM],28%,-7%,1,10%
Cc1cc(NS(=O)(=O)c2ccc(NC(=O)/C=C/c3ccc(C)o3)cc2)nc(C)n1,4,7%,14%,-10%,1,7.4µM*
CNC(=O)C1CCCN1S(=O)(=O)c1ccc(OC)cc1 (configuration not stated),0,11%,-4%,0%,-1,9%
COc1cc(C(=O)Nc2ccc(N3CCCS3(=O)=O)cc2)c([N+](=O)[O-])cc1OC,/,-15%,1%,/,/,8%
CC(C)C[C@@H](CSc1ccccc1)N1CCN(CC(C)C)CCC1=O,47*,-4%,?,7%,35*,?
N#CC1=CN(Cc2ccccc2)C=C(/C=N/Nc2ccccc2)C1,22,?,?,-26%,17,?
CCOC(=O)c1cc(-c2ccccc2)sc1NC(=O)C(C)C,10,-5%,?,7%,4,?
CCCC(CCC(=O)Nc1cccc([N+](=O)[O-])c1)C(=O)O (configuration not stated),-8,16%,39%[activator],3%,-2,3%
COC(=O)COc1cccc(NC(=O)c2cc(OC)cc(OC)c2)c1,12,?,2%,0%,3,5%
CC(=O)/C(N=Nc1ccc(C(=O)O)cc1)=C(\C)O,4,4%,8%,0%,-2,-1%
COc1cccc(CNC(=O)COC(=O)C2CCN(c3ccc(C(F)(F)F)cn3)CC2)c1,/,0%,8%,/,/,-26%
Nc1ccc(-n2nncc2-c2ccccc2)cc1,10,8%,-1%,1%,-1,-29%

# The closing 7 records of the section before lead into the next:
SMILES,Shiga inhibitor,HCV inhibitor,Pf growth 48h,Giardia FBPA inh,CHX counter,Pf growth 96h
N#CC1=CN(Cc2ccccc2)C=C(/C=N/Nc2ccccc2)C1,22,?,?,-26%,17,?
CCOC(=O)c1cc(-c2ccccc2)sc1NC(=O)C(C)C,10,-5%,?,7%,4,?
CCCC(CCC(=O)Nc1cccc([N+](=O)[O-])c1)C(=O)O (configuration not stated),-8,16%,39%[activator],3%,-2,3%
COC(=O)COc1cccc(NC(=O)c2cc(OC)cc(OC)c2)c1,12,?,2%,0%,3,5%
CC(=O)/C(N=Nc1ccc(C(=O)O)cc1)=C(\C)O,4,4%,8%,0%,-2,-1%
COc1cccc(CNC(=O)COC(=O)C2CCN(c3ccc(C(F)(F)F)cn3)CC2)c1,/,0%,8%,/,/,-26%
Nc1ccc(-n2nncc2-c2ccccc2)cc1,10,8%,-1%,1%,-1,-29%
CC(C)/C(=N/Nc1ccccc1[N+](=O)[O-])c1ccccc1,48*,?,7%,4%,27*,8.3µM*
CNC(=S)N1N=C(c2ccc(OC)cc2)CC1c1ccc(Cl)cc1Cl (configuration not stated),16,3%,12µM*,-9%,-1,5.9µM*
O=C(CCc1ccc(Oc2cc([N+](=O)[O-])cc([N+](=O)[O-])c2)cc1)N1CCCCCC1,23,?,7.4µM*,-6%,5,?
CCOC(=O)c1c(C)[nH]c(C)c1S(=O)(=O)NCCc1ccc(SC)cc1,-4,?,0%,/,3,-28%
COc1ccc([N+](=O)[O-])cc1C(=O)NCCOc1ccc(Cl)cc1,31,?,/,-8%,10,3%
O=C(N1CCCCC1)N1CCN(S(=O)(=O)c2cccc([N+](=O)[O-])c2)CC1,-2,5%,-12%,/,1,?
Cc1cccc(S(=O)(=O)Nc2nc3ccccc3nc2NCc2ccc3c(c2)OCO3)c1,-3,1%,5%,3%,10,2%
CCn1c(SCC(=O)N2CCc3ccccc3C2)nc2sc(C)c(C)c2c1=O,-2,1%,18%,9%,0,56%[activator]
CCN(CC)S(=O)(=O)c1ccc(Cl)c(NC(=O)COC(=O)c2cc(-c3ccccc3Cl)nc3ccccc23)c1,-14,-15%,-10%,-3%,-3,-4%
COc1c(C=O)cc2c3c1CCCN3CCC2,/,-2%,-3%,-5%,-4,?
C=CCOc1ccc(CN(C)CC(=O)Nc2ccccc2[N+](=O)[O-])cc1,28,-28%,-6%,-24%,1,5%
CC(=O)c1c(C)c2c(n1CCN(C)C)CCCC2,-7,?,/,-22%,-4,-3%
CC(C(=O)NCc1ccc2c(c1)OCO2)N(c1ccccc1)S(C)(=O)=O (configuration not stated),18,14%,33%[activator],6%,1,3%
O=C1CCCC2=C1C1(CCCCC1)N=C(Nc1nc3ccccc3o1)N2,13,1%,?,0%,4,9%
COc1ccccc1-c1ocnc1C(=O)N1CCN(C(=O)C(c2ccccc2)c2ccccc2)CC1,-13,13%,?,11%,0,?
O=C(NNC(=O)c1ccc2c(c1)OCO2)NC12CC3CC(CC(C3)C1)C2,-5,-6%,42%[activator],3%,-3,-28%
Cc1ccc(C(=O)COC(=O)CNC(=O)Cc2ccccc2)cc1[N+](=O)[O-],6,5%,1%,2%,8,19%
CCC(=O)Nc1cccc(NC(=O)CSc2nnc(C(C)C)n2CC)c1,-17,1%,13%,1%,-4,107%[activator]
Cc1cc(NC(=O)COC(=O)COc2ccc3c4c(c(=O)oc3c2)CCC4)no1,-6,19%,2%,-3%,-3,-7%
O=C(O)CN1C(=O)/C(=C/c2ccccc2Cl)Oc2ccccc21,-13,2%,4%,7%,-3,20%
COCCCn1c(SCCc2ccccc2)nc2cc(OC)c(OC)cc2c1=N,-8,13µM*,12µM*,-11%,1,9.3µM*
O=c1nc(-c2ccccc2)n(-c2ccc(Cl)cc2)[nH]1,-7,0%,0%,13%,-3,26%
NC(=O)c1ccccc1N/C=C1\CCCCC1=O,34,12%,19%,-8%,-3,?
COC(=O)c1cccc(NS(C)(=O)=O)c1C,4,-1%,37%[activator],-1%,9,11%
COc1ccc(C(=O)C2C(c3ccc(-c4ccccc4[N+](=O)[O-])o3)NC(=O)NC2(O)C(F)(F)F)cc1 (configuration not stated),-11,-2%,?,-22%,-9,?
C#CCNc1c2c(nc3ncnn13)CC(C)CC2 (configuration not stated),1,-13%,8%,-1%,-3,25%
CCN1CCCc2cc(CN(CCN3CCOCC3)C(=S)Nc3cccc(OC)c3)ccc21,8,-12%,?,-18%,-6,?
O=C(O)C1=CC(=C(c2ccc(O)c(C(=O)O)c2)c2ccc(O)c(C(=O)O)c2)C=CC1=O,/,8%,-30%,?,/,93%[activator]
CC(C)Cn1nc(C(=O)N2CCc3ccccc32)c2ccccc2c1=O,/,?,?,/,/,?
CC1=C/C(=C\C=C(C#N)C#N)N(C)c2ccccc21,-11,-12%,18%,-5%,-2,4%

# The last two entries of the part above come first, to join the parts:
SMILES,Shiga inhibitor,HCV inhibitor,Pf growth 48h,Giardia FBPA inh,CHX counter,Pf growth 96h
CC(C)Cn1nc(C(=O)N2CCc3ccccc32)c2ccccc2c1=O,/,?,?,/,/,?
CC1=C/C(=C\C=C(C#N)C#N)N(C)c2ccccc21,-11,-12%,18%,-5%,-2,4%
CCC1SC2=NC(C)=C(C(=O)OC)C(c3cccs3)N2C1=O (configuration not stated),-16,?,5%,-8%,-10,31%
CC(NC(=O)CCN1C(=O)c2ccccc2C1=O)c1ccccc1 (configuration not stated),-1,1%,24%,1%,-3,?
Cc1ccc(NC(=O)COC(=O)CCC(=O)c2cccs2)cc1C,32,19%,174%[activator],0%,8,24%
c1ccc(-c2cn(-c3ccccc3)c3[n+]2CCS3)cc1,-6,?,?,7%,9,?
Cc1ccc(C(=O)CCC(=O)Nc2cccnc2)cc1C,2,10%,10%,-9%,11,/
Cc1cccc(-n2nc(C)c3c2NC2=C(C(=O)CCC2)C3c2ccccn2)c1 (configuration not stated),-5,-4%,?,-13%,10,?
Cc1ccc(S(=O)(=O)c2n[nH]n3c2nc(=O)c2ccccc23)cc1,2,9%,54%[activator],-6%,-3,19%
O=c1[nH]c(CN2CCN(c3ccccc3O)CC2)nc2scc(-c3ccccc3Cl)c12,20,13µM*,5.2µM*,-13%,-3,9.3µM*
COc1cc(OC)c(NC(=O)Nc2ccc(OC)c(OC)c2)cc1Cl,-5,2.5µM*,-9%,-7%,1,-26%
NC(=O)c1c(N)sc(=S)n1-c1ccccc1,-26,5%,6%,1%,-6,/
COc1ccc(Cl)cc1N1C(=NC(=O)C2CCCO2)SC2CS(=O)(=O)CC21 (configuration not stated),8,0%,5%,0%,-2,28%
COc1ccccc1/C=C/C1(C(=O)NC2CCCC2)CC(=O)N1c1ccccc1 (configuration not stated),18,-26%,?,3%,0,?
CCN(CC)C(=O)Oc1ccc2c(c1)O/C(=C\c1ccco1)C2=O,49*,?,0%,-5%,27*,0%
O=C(Nc1c(C(=O)N2CCCCC2)cnn1-c1ccccc1)c1ccccc1F,-11,6%,-6%,/,-2,?
COc1ccc(/C=C/C(=O)NC(=S)NNC(=O)c2cccs2)cc1,28,?,-2%,21%,15,26%
CC1CCCC(C)N1C(=O)Cc1ccccc1 (configuration not stated),9,8%,/,7%,-4,-4%
Cc1ccc2oc(C(=O)N3CCC(O)(c4ccccc4)CC3)c(C)c2c1,18,-4%,?,-6%,12*,10µM*
COC(=O)C1(C)NC(c2ccco2)C2C(=O)N(c3ccc(F)cc3)C(=O)C21 (configuration not stated),2,11%,-4%,0%,-2,?
CCCCN1CCCC1CNC(=O)c1cc(C#N)c2ccccc2c1OC (configuration not stated),-3,/,/,-12%,-2,/
Cc1ccc(-n2cnc3sc(C)c(C)c3c2=O)cc1,31,-7%,75%[activator],2%,10,?
CCOc1ccc2oc(C(=O)OCC(=O)N3CCCC(C)C3)c(C)c2c1 (configuration not stated),/,?,?,/,/,-28%
CC(C)Cn1c(N)c(C(=O)COC(=O)c2ccccc2Cl)c(=O)n(C)c1=O,1,?,-15%,-3%,1,?
CC(=O)OC(C(=O)NC1CCCCC1)c1cccc(C)c1 (configuration not stated),-4,19%,28%,5%,-3,?
COc1ccc(NC(=O)c2cccc3c2C(=O)N(CC2CCCO2)C3)cc1OC (configuration not stated),4,-10%,-18%,2%,1,?
O=C(N/N=C/c1ccc(OC(=O)c2ccccc2)cc1)c1cccnc1,-7,?,3%,-10%,-4,?
C=CCNC(=O)/C(C#N)=C/c1c(N2CCN(c3ccc(OC)cc3)CC2)nc2c(C)cccn2c1=O,3,-12%,13µM*,-3%,-2,?
COc1cccc(CNC(=O)C2CC(=O)N(C3CCCCC3)C2)c1 (configuration not stated),-8,-2%,16%,0%,0,22%
COc1ccc(CNC(=O)CN(c2ccc(OC)c(Cl)c2)S(=O)(=O)c2ccc(C)cc2)cc1,15,?,?,/,7,?
O=C(Cc1ccccc1)NNC(=S)Nc1ccccc1,15,7%,21%,-2%,4,17%
O=C(CSCc1cnn(-c2ccccc2)c1-n1cccc1)N1CCN(Cc2ccccc2)CC1,-18,-13%,/,2%,-3,?
C#CCOCCOCCOCCNc1nc(N2CCN(C(=O)CCCCCCCCCCNC(=O)Cn3cc(C[C@@H](C)O)nn3)CC2)nc(N2CCN(C(=O)CCCCCCCCCCNC(=O)[C@@H]([C@H](C)CC)n3cc(CCCCCN)nn3)CC2)n1,/,?,2.3µM*,/,/,?
CCC(=O)Nc1cc2nn(-c3ccc(C)cc3)nc2cc1C,109*,2%,/,4%,44*,?
COc1ccc(NS(=O)(=O)c2c(C)cc(C)cc2C)cn1,-21,7%,14%,/,4,12%
CCC(=O)n1nc(-c2cccnc2)nc1NCc1ccccc1,9,-2%,2%,6%,2,203%[activator]
O=C(NCCO)C1CCN(S(=O)(=O)c2ccc(F)cc2)CC1,16,18%,40%[activator],5%,-1,36%[activator]

# Source: PubChem
